From PubChem BioAssay
ERK AVP block = blocks ERK signaling stimulated by vasopressin. HEK293-V1b, vasopressin-stimulated pERK AlphaScreen. Potency, µM (doses to about 57.5 µM), for the others: at the top dose activity, negative = inhibition, hits mostly inhibitors. 72,000 tested, 0.99% active. AID 995; note: potency is the fitted concentration of half-maximal effect; % is set by controls: 0 for no effect and ±100 for the full control effect; nearly all actives have a fitted effect of over 55% in size
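Phosphorylated ERK1/2 detected via AlphaScreen bead proximity in lysates of V1b-expressing HEK293 cells given 25 nM vasopressin for 5 min after 30 min compound exposure (37 °C). AC50 from Hill equation; basal DMSO 0%, vasopressin 100%.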
Pol III holo inh = inhibitors of bacterial DNA polymerase III holoenzyme; AID 603; 71,000 tested, 0.25% active; Potency, µM (doses to about 57.1 µM), without a hit: at the highest dose activity change, negative = inhibition; reconstituted DNA polymerase III holoenzyme replication, biochemical; note: potency is the fitted concentration of half-maximal effect; % is set by controls: 0 for no effect and ±100 for the full control effect
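Reconstituted *E. coli* holoenzyme (0.35 nM Pol III, 1 nM beta, 154 nM SSB, 2 nM primase) was preincubated with compound for 15 min at RT. Synthesis on 1.4 nM ssM13Gori ran 35 min, then was stopped with PicoGreen/EDTA and read as dsDNA fluorescence.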
Tau filament bind = tau filament binding. Potency, µM (titrated, usually from 57.1 µM), for the others: top-dose activity change, negative = inhibition. recombinant tau filaments, thioflavin S fluorescence, 15 h; filaments grown with octadecylsulfate alongside compound. 71,000 tested, 2% active. P10636;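 note: potency is the fitted concentration of half-maximal effect; % is set by controls: 0 for no effect and ±100 for the full control effect; actives lower thioflavin S fluorescence by blocking filaments or displacing dye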
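Tau 2 uM in ThS buffer dispensed; compound added; 60 uM ODS added (finals 1 uM tau, 30 uM ODS); 15 h 37 C; fluor ex450/em510.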
Luciferase inh = firefly luciferase inhibition. purified firefly luciferase, luminescence, 8 min. Potency, µM (series often up to 57.1 µM), for inactives: top-dose activity change, negative = inhibition, usual class: inhibitors. 72,000 tested, 2.2% active. AID 411; note: potency is the fitted concentration of half-maximal effect; % is set by controls: 0 for no effect and ±100 for the full control effect; nearly all actives have a fitted effect of over 40% in size
Target sequence (P08659 whole entry, looked up): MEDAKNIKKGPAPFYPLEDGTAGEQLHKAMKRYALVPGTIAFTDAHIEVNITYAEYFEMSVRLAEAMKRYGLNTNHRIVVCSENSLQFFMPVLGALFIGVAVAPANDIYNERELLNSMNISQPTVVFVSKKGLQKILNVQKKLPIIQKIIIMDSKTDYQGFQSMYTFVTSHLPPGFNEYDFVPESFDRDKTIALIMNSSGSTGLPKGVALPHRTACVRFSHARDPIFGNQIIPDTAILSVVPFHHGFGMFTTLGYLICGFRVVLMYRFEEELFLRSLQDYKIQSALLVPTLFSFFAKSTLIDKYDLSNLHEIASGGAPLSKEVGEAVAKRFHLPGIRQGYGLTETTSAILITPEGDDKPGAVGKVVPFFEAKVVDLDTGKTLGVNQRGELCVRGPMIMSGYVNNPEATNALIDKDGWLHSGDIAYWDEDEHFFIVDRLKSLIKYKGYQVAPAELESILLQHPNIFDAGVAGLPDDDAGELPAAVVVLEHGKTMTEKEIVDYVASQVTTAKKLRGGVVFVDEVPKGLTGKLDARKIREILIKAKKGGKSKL
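Inhibition of light generation by firefly luciferase from ATP and luciferin was profiled with concentration-response curves per sample, ATP held at 10 uM within the enzyme's linear range. Plates were read by luminescence after an 8-minute ambient incubation.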
CRE Fsk mod = alters forskolin-stimulated CRE reporter signaling in CHO cells | AID 662 | Potency, µM (series often up to 38.2 µM), inactives show at the highest dose activity change, negative = inhibition, hits mostly activators | 71,000 tested, 2.5% active | CHO CRE-bla reporter (cAMP response element driving beta-lactamase), forskolin EC10, beta-lactamase ratio; active = well fitted activation curve with a large enough effect in the signal ratio, with a control signal flat, not every such curve was filed as active; inconclusive = small, poorly fitted or top-dose-only effect, or effect the other way, or a change in a side signal; the % refers to the signal ratio; note: potency is the fitted concentration of half-maximal effect; % of control where 0% means no effect
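Using CellSensor CRE-bla CHO cells in Opti-MEM with 0.5% dialyzed FBS, compounds were titrated with EC10 NKH 477 for 3 h at 37 °C. CCF4 ratio (460/530 nm) gave %Activity; AC50 derived.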
HBB splice mod = modulators of hemoglobin beta chain splicing; Potency, µM (series often up to 46.1 µM), for the others: at the top dose activation, actives largely listed as activators; HBB splicing reporter cell assay, activation; EGFP reporter with mutant IVS2-654 intron; response scale: normalised to 500 nM splice-correcting PNA; 65,000 tested, 0.06% active; note: potency is the fitted concentration of half-maximal effect; 0% is about no effect
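HeLa cells stably expressing EGFP interrupted by mutant beta-globin intron 2 (IVS2-654), 500/well in 2% FCS. Treated with compound for 2 days at 37C. Splicing correction scored as total well GFP intensity (488 nm excitation, 500-520 nm emission); 500 nM antisense PNA served as control.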
HADH2 inhib = blocks human hydroxyacyl-CoA dehydrogenase type II. 73,000 tested, 3.4% active. AID 886. recombinant HADH2, NADH fluorescence, beta-hydroxybutyryl-CoA. Potency, µM (top dose mostly 57.1 µM), inactives show at the top dose activity change, negative = inhibition, hits mostly inhibitors; note: potency is the fitted concentration of half-maximal effect; % is set by controls: 0 for no effect and ±100 for the full control effect; nearly all actives have a fitted effect of over 60% in size; many of its hits are not listed in these tables
Target sequence (Q99714 whole entry, looked up, one chain of several): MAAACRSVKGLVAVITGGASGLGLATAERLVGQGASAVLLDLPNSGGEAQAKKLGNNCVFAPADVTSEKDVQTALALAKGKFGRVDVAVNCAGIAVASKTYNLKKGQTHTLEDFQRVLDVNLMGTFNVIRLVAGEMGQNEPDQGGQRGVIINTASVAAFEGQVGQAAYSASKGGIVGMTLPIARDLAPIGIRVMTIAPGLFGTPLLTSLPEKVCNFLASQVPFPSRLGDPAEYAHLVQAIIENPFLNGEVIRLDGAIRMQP
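Buffer 100 mM Tris-HCl pH 9.0/0.01% Tween-20; HADH2 20 nM; NAD+ 1 mM; beta-hydroxybutyryl-CoA 90 uM (all final). 15 min cpd preincubation, RT.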
Hsp90 Hop PPI = changes Hsp90-Hop TPR2A binding signal, up or down | 71,000 tested, 0.44% active | AlphaScreen TPR2A-His6 binding biotin-Hsp90 C-terminal peptide | Potency, µM (series often up to 57 µM), for inactives: at the highest dose activity change, negative = inhibition | AID 595; active = well fitted curve in either direction with a large enough effect; inconclusive = small, poorly fitted or top-dose-only effect, or another doubt; note: potency is the fitted concentration of half-maximal effect; % is set by controls: 0 for no effect and ±100 for the full control effect; many of its hits are not listed in these tables
Rhodamine autofl = rhodamine region autofluorescence; Rhodamine-region fluorescence, 547/598 nm, Tris buffer; active compounds read high; max dye-equivalent concentration, M; 59,000 tested, 0.05% active; in the data active = max dye-equivalent concentration above about 11 nM; inconclusive = between about 1.1 nM and that limit
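Intensities are converted to rhodamine-equivalent concentration using a six-point rhodamine standard on each plate. Compounds sit 15 min at room temperature in 100 mM Tris buffer, pH 8.0; read uses the 547/598 nm excitation/emission pair.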
ALOX15 inhib = blocks human 15-lipoxygenase activity. P16050. purified 15hLO-1, xylenol orange hydroperoxide absorbance. Potency, µM (highest dose often 57.1 µM), for the others: at the highest dose activity change, negative = inhibition, usual class: inhibitors. 74,000 tested, 1.4% active. AID 887; note: potency is the fitted concentration of half-maximal effect; % is set by controls: 0 for no effect and ±100 for the full control effect; nearly all actives have a fitted effect of over 55% in size
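Quantitative HTS in 25 mM Hepes pH 7.5 containing 0.01% Triton X-100: human 15hLO-1 at 40 nM, arachidonic acid at 50 uM, 6 min turnover. Product quantified via ferrous oxidation/xylenol orange, 573:405 nm absorbance ratio.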
Texas Red fluor = compounds fluorescent in Texas Red spectral region; Compound fluorescence, Texas Red channel, 547/618 nm; active compounds read high; max dye-equivalent concentration, M; 59,000 tested, 0.06% active; AID 587; in the data active = max dye-equivalent concentration above about 10 nM; inconclusive = between about 1.1 nM and that limit
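Compound fluorescence was read after 15 min at room temperature in 100 mM Tris, pH 8.0, using 547 nm excitation and 618 nm emission across a concentration series. It was expressed as Texas Red dye-equivalent concentration from an on-plate standard curve.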
* hit, by the source's call; i = inactive; ? = inconclusive; nt = no result given; [ ] = dose if it differs, or a comment. Unless noted, calls come from the whole dose curve; as a rule, active = well fitted curve in the direction sought with a large enough effect; inconclusive = small, poorly fitted or top-dose-only effect, or another doubt; inactive = no such curve, though single readings can be large; an effect the other way counts as inactive or inconclusive. This is a subset, so the mix of outcomes need not match the whole.

SMILES | ERK AVP block | Pol III holo inh | Tau filament bind | Luciferase inh | CRE Fsk mod | HBB splice mod | HADH2 inhib | Hsp90 Hop PPI | Rhodamine autofl | ALOX15 inhib | Texas Red fluor
COc1ccc2c(C=Nc3c(C)n(C)n(-c4ccccc4)c3=O)c(O)n(Cc3ccco3)c(=O)c2c1 | -20% | 11% | i | 2% | 3.2µM* | 5.0% | 11% | -11% | nt | -2% | nt
COC(=O)COc1ccc2oc(=O)cc(C)c2c1 | -7% | -4% | -11% | 0% | 10% | 8.0% | -5% | -2% | i | 4% | i
CCCn1c(=O)c(C(=O)Nc2nnc(CC)s2)c(O)c2ccccc21 | 13% | -5% | -2% | 3% | 0% | nt | 7% | -1% | i | 10% | i
O=C1N(CN2C(=O)C3(OCCO3)c3ccccc32)c2ccccc2C12OCCO2 | -14% | -11% | 40% | -3% | 3% | nt | 15% | -6% | i | 3% | i
Cn1c(SCC(=O)N2CCOCC2)nnc1-c1cnccn1 | 4% | -2% | -4% | -2% | -3% | -0.1%[57.5 µM] | -12% | -1% | i | 7% | i
Cc1c(C(=O)N2CCCCC2)sc(NC(=O)C2CC2)c1C#N | -12% | -3% | 8% | 2% | 6% | nt | -2% | 0% | i | 6% | i
Cc1ccc2c(c1)nnn2C1CCN(CC(=O)NCCc2ccccc2)CC1 | ? | -1% | 4% | 6% | 8% | -0.2%[57.5 µM] | 17% | -1% | i | 7% | i
N#Cc1cccc(-c2nc3cnc(N4CCNCC4)nc3n(C3CC3)c2=O)c1 | 0% | -10% | 29% | 1%[11.4 µM] | ? | 0.0% | 170%[activator] | -4% | i | -8% | i
CC1(C)NC(=O)N(CC(O)CN2CCOCC2)C1=O (stereo not given) | -6% | -1% | 3% | 0% | -5% | -0.1%[57.5 µM] | -10% | -2% | i | 3% | i
CCOC(=O)C(C)Oc1cccc2c(=O)n(CC(=O)NCc3ccc4c(c3)OCO4)ccc12 (stereo not given) | nt | -8% | -2% | 4% | ? | -0.4% | ? | 2% | nt | 7% | nt
c1ccn2cc(CSc3nnc4ccccn34)nc2c1 | 3% | -3% | 2% | -9% | -11% | -1.1% | 7% | 1% | i | 1% | i
Cc1ccc(C)c(NC(=O)Cn2nnc(C(=O)Nc3c(C)cccc3C)c2N)c1 | 6% | 4% | -3% | 1% | ? | -0.3% | 2% | -5% | i | -4% | i
O=C(CN1CCOc2ccccc21)NC1CCCCCCC1 | -21% | -5% | ? | -2% | -5% | 0.3% | 0% | -7% | nt | -6% | nt
CC(C)(C)c1ccc(OCC(=O)NCc2ccco2)c(Br)c1 | 3% | -1% | 0% | 5% | ? | -1.6% | 6% | -4% | i | 4% | i
COC(=O)Nc1ccc(C)cc1NC(=O)OC | -8% | -4% | -9% | 1% | -11% | -0.7% | -2% | 1% | i | 3% | i
Cn1cnc2c(N3CCCCC3)nccc21 | 2% | -2% | -7% | -1% | -10% | -0.4% | -10% | -6% | i | -7% | i
Cc1cc(Cl)ccc1OCC(=O)Nc1nc(N)nc(N)n1 | 16%[11.5 µM] | -8%[11.4 µM] | 0%[11.4 µM] | 1%[11.4 µM] | 1%[7.6 µM] | 0.6%[9.22 µM] | 1%[11.4 µM] | 1%[11 µM] | i | -4%[11.4 µM] | i
c1ccc(-n2c(-c3ccco3)nnc2N2CCOCC2)cc1 | -6% | 2% | -4% | 3% | 10% | 0.2%[57.5 µM] | -1% | -1% | i | 8% | ?
Cc1nc2ccccn2c1/C(O)=C1\C(=O)C(=O)N(CCCN(C)C)C1c1ccc(F)cc1 (stereo not given) | -10% | -4% | 28% | 3% | -2% | -0.1% | -7% | -3% | nt | -2% | nt
CCOC(=O)c1c(N)sc(C(=O)Nc2ccc3c(c2)OCO3)c1C | -28% | -2% | -18% | 0.79µM* | ? | -0.6% | 2% | -6% | i | 0% | i
CC1CC(C)CN(C(=O)COc2ccc(-c3nnco3)cc2)C1 (stereo not given) | -23% | -8% | 3% | 1% | ? | 2.2% | 10% | 1% | i | 12% | ?
Cc1cccc(-c2nc(CS(=O)CC(=O)N3CCc4ccccc4C3)c(C)o2)c1 (stereo not given) | ? | -5% | 23% | -2% | -15% | -0.6% | -8% | -6%[2.3 µM] | nt | -6% | nt
Cc1ccc(-c2nnn(CC(=O)N(c3ccccc3F)C(C(=O)NC3CCCC3)c3ccco3)n2)o1 (stereo not given) | -16% | 1% | 10% | 2% | 0% | nt | 19% | 0% | i | 0% | ?
COc1ccc(C2=NOC(C(=O)N3CCOCC3)C2)cc1OC (stereo not given) | 12% | 1% | 4% | 1% | ? | 7.0% | 18% | 2% | i | 1% | i
COc1ccc(S(=O)(=O)N2Cc3ccccc3CC2C(=O)O)cc1OC (stereo not given) | 5% | -6% | -1% | 0% | -5% | 1.3% | 1% | -2% | nt | 1% | nt
CCc1nnc2sc(-c3cc(-c4ccccc4)nc4ccccc34)nn12 | -14% | -2% | -27% | -2% | 13% | -0.7% | 9% | -3% | i | -1% | ?
COCCNc1ncnc2ccc(-c3cccc(NS(C)(=O)=O)c3)cc12 | -16% | -10% | 2% | 0%[2.29 µM] | ? | -1.3% | -10% | 0% | i | -29% | i
Nc1cccc(-n2nncc2-c2ccc(Cl)cc2)c1 | -3% | -3% | -12% | 2% | ? | 0.5% | -1% | -10% | i | 10% | i
Cc1nn2c(-c3cccc(NC(=O)CSc4nc5ccccc5o4)c3)nnc2c2ccccc12 | 2% | -3% | 64% | 2% | 12% | 0.2% | 17% | -3% | i | 5% | i
Cc1ccccc1S(=O)(=O)Cc1ccc(C(=O)NCCN2CCCCC2C)o1 (stereo not given) | -7% | -6% | 4% | 1% | -8% | -0.8% | 7% | -3% | i | 8% | i

3 entries already listed, ordered by the value under HADH2 inhib, lowest first:
mol,HADH2 inhib
COCCNc1ncnc2ccc(-c3cccc(NS(C)(=O)=O)c3)cc12,-10%
COC(=O)COc1ccc2oc(=O)cc(C)c2c1,-5%
CCOC(=O)c1c(N)sc(C(=O)Nc2ccc3c(c2)OCO3)c1C,2%

Part of the list above, showing only Hsp90 Hop PPI.
molecule | Hsp90 Hop PPI
CC1(C)NC(=O)N(CC(O)CN2CCOCC2)C1=O (stereo not given) | -2%
CCOC(=O)C(C)Oc1cccc2c(=O)n(CC(=O)NCc3ccc4c(c3)OCO4)ccc12 (stereo not given) | 2%
c1ccn2cc(CSc3nnc4ccccn34)nc2c1 | 1%
